High-throughput results (PubChem BioAssay)
MT1-MMP act inh – MT1-MMP (human) activation inhibition; 360,000 tested, 0.061% active; GFP/RFP ratio change, % at 20 µM; P50281; HT1080 RFP-PRO-GFP cells, GFP/RFP ratio fluorescence, overnight; percent of plate control window, DMSO zero;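 active = GFP/RFP ratio change of at least 30% with cell ATP level not reduced by more than half and red fluorescence within 50% of control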; note: strong numbers were not always called active
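system = RFP-PRO-GFP reporter HT1080 cells | dosing = 20 µM single dose, 1% DMSO | timing = overnight cell settling, then overnight compound exposure, 37 °C, 5% CO2 | read-out basis = GFP/RFP fluorescence ratio | controls = DMSO and RFP-L50D-GFP cell wells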
Scp-1 inhibitor – Scp-1 (human) phosphatase inhibition; inhibition, % at 20 µM; Recombinant Scp1, phosphopeptide, malachite green phosphate absorbance; 340,000 tested, 0.88% active;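 active = inhibition above about 50% at 20 µM, limit read from the data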;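 note: plate controls were DMSO wells with enzyme for no effect and wells lacking enzyme for full effect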
Target sequence (Q9GZU7 76-261 limits assumed): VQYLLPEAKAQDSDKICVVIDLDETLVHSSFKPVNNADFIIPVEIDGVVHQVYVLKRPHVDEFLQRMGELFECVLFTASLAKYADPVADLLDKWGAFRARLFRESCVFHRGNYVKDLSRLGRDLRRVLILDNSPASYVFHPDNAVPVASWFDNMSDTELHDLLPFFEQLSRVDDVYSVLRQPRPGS
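Material: truncated SCP-1 phosphatase (76-261aa) / Buffer or medium: 50 mM Tris acetate pH 5.5, 0.005% Tween-20, 10 mM MgCl2 / Compound dosing: one concentration, 20 µM, with 1.0% DMSO / Incubation: 45 min room-temperature reaction, 5 min colour, 30 min stabiliser / Detection: colorimetric free-phosphate detection, absorbance 630 nm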
STEP block – inhibitors of human striatal-enriched phosphatase STEP; 360,000 tested, 0.25% active; AID 588621; inhibition, % at 20 µM; P54829; recombinant STEP, OMFP fluorogenic substrate, fluorescence;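 active = inhibition at 20 µM, scaled per plate between control wells, above about 37%, limit read from the data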;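 note: 0% = DMSO with enzyme and substrate and 100% = substrate only without enzyme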
Target sequence (P54829 whole entry, looked up): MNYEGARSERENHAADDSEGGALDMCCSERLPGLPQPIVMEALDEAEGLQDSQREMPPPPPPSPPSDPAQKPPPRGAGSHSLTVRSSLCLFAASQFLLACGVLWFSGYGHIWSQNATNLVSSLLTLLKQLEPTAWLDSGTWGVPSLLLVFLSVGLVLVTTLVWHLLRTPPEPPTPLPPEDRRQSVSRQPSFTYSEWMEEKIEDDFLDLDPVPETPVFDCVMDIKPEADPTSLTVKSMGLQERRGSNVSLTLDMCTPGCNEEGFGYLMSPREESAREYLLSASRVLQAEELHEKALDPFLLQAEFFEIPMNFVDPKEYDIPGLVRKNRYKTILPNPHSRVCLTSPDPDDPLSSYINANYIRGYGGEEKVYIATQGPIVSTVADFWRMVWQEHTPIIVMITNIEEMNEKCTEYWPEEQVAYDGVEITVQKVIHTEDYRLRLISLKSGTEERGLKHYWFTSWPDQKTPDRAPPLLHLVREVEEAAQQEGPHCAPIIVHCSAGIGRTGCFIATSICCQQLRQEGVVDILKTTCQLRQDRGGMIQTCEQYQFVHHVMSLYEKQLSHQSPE
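Assay system: isolated STEP enzyme. Buffer or medium: pH 6.0 Bis-Tris with DTT and Tween 20. Also added: fluorogenic phosphatase substrate OMFP at 25 µM final. Dosing: 20 µM, 1% DMSO. Timing: 20 min reaction, room temperature, in the dark. Measured by: fluorescence intensity, excitation 480 nm, emission 540 nm. Evaluation: normalized % inhibition.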
SKN-1 block – C. elegans SKN-1 inhibition | C. elegans VP596 Pgst-4::GFP/RFP ratio, acrylamide-induced, 24 h | inhibition, % at 21.8 µM | 360,000 tested, 0.49% active | AID 624304;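 active = interference check ratio from 0.5 to 1.5 plus GFP to RFP signal ratio inhibition reaching or exceeding a fixed threshold, cut at about 30% in these data, passing the limit was not always enough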; note: some compounds called inactive have numbers as strong as hits
LMPTP block – LMPTP (human) inhibition; P24666; recombinant LMPTP-A, OMFP fluorogenic substrate, fluorescence intensity; inhibition, % at 20 µM; 360,000 tested, 0.22% active;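 active = compounds that cut the enzyme signal by at least half of the control window in the single-dose screen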;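 note: plate controls were DMSO wells with enzyme plus substrate for no effect and substrate without enzyme for full effect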
Target sequence (P24666 whole entry, looked up): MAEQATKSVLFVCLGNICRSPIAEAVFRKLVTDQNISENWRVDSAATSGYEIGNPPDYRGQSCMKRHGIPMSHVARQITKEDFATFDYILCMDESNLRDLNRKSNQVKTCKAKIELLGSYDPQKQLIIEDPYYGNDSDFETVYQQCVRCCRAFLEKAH
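material = LMPTP-A | quantity = 0.625 nM enzyme | reagent = OMFP substrate, 400 µM final | buffer or medium = Bis-Tris pH 6.0, DTT, detergent | detection = endpoint fluorescence intensity from OMFP dephosphorylation | dosing = single 20 µM dose | read-out basis = % inhibition relative to no-enzyme and uninhibited control wells | control set = no-enzyme and uninhibited controls | timing = 50 min at room temperature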
SUMO1-SIM PPI – SUMO1-SIM interaction modulation. inhibition, % at 20 µM. SUMO1 binding to a labelled peptide, TR-FRET, 1 h. 360,000 tested, 0.33% active. P63165. AID 602429; in the data active = inhibition above about 37%
Target sequence (P63165 whole entry, looked up): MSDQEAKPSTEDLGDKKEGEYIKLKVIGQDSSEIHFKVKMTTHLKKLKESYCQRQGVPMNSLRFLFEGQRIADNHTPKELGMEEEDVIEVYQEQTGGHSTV
DNMT1 block – inhibitors of human DNMT1; P26358; DNMT1 molecular beacon, Hinp1I cleavage, fluorescence; inhibition (reported as % activation of signal), % at 10 µM; 360,000 tested, 0.83% active; in the data active = inhibition above about 50%
CendR NRP1 mod – modulators of CendR peptide binding to human neuropilin-1 | inhibition, % at 25 µM | FAM-RPARPAR peptide binding to NRP-1, fluorescence polarization | 360,000 tested, 0.85% active;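 active = inhibition or corrected inhibition above about 18%, plus a signal ratio from 0.5 to 1.5, limit read from the data, passing the limit was not always enough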; note: strong numbers were not always called active
NadD inh – inhibitors of Staphylococcus aureus NadD. purified NadD enzyme, colorimetric absorbance read-out. inhibition, % at 20 µM. 360,000 tested, 0.78% active; in the data active = inhibition above about 26%; note: some compounds past the cut are filed as inactive
Rpn11 inh – blocks the human proteasome subunit Rpn11 | O00487 | calls only at 20 µM | human 26S proteasome, Ub4-pepOG fluorescence polarization; 20S core pre-blocked with epoxomicin | 360,000 tested, 0.59% active;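 active = inhibition at 20 µM, scaled to each plate's controls, above about 33%, limit read from the data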
The depositor's hits bear a star; i = inactive; x = not tested or not shown; + = active, no number; & = joins results of further samples.

SMILES	MT1-MMP act inh	Scp-1 inhibitor	STEP block	SKN-1 block	LMPTP block	SUMO1-SIM PPI	DNMT1 block	CendR NRP1 mod	NadD inh	Rpn11 inh
COc1ccc(C2C(C#N)=C(N)OC3=C2C(=O)CC(C)(C)C3)c([N+](=O)[O-])c1OC (stereo not given)	-21	5	-2	13	0.4	0	-8	7	7	i
O=c1cc(CSc2nnnn2-c2ccccc2)nc2sccn12	-8	13	1	-2	0.1	0	11	1	-2	i
O=C(c1ccccc1)N1CCCC(C(=O)N2CCN(c3ccccc3)CC2)C1 (stereo not given)	2	-7	0	5	-1.2	-1	-1	2	3	i
CCCN(Cc1ccccc1)C(=S)Nc1ccc(OCC)cc1	3	1	-4	-17	-0.1	0	3	-15	-4	i
c1ccc(-n2ncc3c(NCCCN4CCOCC4)ncnc32)cc1	0	0	1	-14	-0.6	6	4	8	-1	i
CN1CCC(N(C)C(=O)c2ccc(Cl)c(S(=O)(=O)N(C)c3ccc(Cl)cc3)c2)CC1	-8	-8	-3	12	-1.4	24	-3	33*	-4	i
O=C(COC(=O)Cc1ccc(F)cc1)Nc1cc(S(=O)(=O)N2CCOCC2)ccc1N1CCCC1	1	-2	-2	7	1.1	1	0	-15	-5	i
CCc1ccc(NC(=O)CCCn2nc(CC)n3c(cc4occc43)c2=O)cc1	3	-5	0	2	1.3	3	-5	5	4	i
CC(=O)Nc1ccc(S(=O)(=O)N2CCN(c3cc(C)ccc3C)CC2)cc1	-5	-11	0	-1	3.3	2	-7	6	4	i
Cc1nn(-c2ccccc2)c(C)c1NC(=O)Cc1cccs1	3	3	10	-9	-1.0	1	-1	-13	-5	i
Cc1onc(-c2ccccc2)c1C(=O)N1CCCN2C(=O)c3ccccc3C21 (stereo not given)	-2	-5	-1	2	-0.5	6	0	-2	-2	i
CC(=O)N1CC2(C)CN(C(C)=O)CC(C)(C1)C2	2	-7	-4	6	4.3	5	5	-3	1	i
O=C(CSCC(=O)Nc1cccc2ccccc12)Nc1cccc2ccccc12	0	-6	1	-1	1.4	-7	-13	-10	1	i
C[C@@H]1CC[C@]2(O[C@H](CCO)C[C@H](O)[C@H]2O)O1	0	-10	-2	3	-0.4	3	4	22	2	i
O=C(Nc1ccc(N2CCOCC2)c(Cl)c1)c1ccco1	0	-13	-4	13	-1.0	-1	-1	-13	-3	i
O=C(CCn1c(=O)c2ccccc2n(Cc2cc(=O)n3ccccc3n2)c1=O)NCc1ccco1	-1	5	-8	0	-1.0	-3	1	3	-3	i
COc1ccc(S(=O)(=O)N(C)CC(=O)NCCN2CCOCC2)cc1C	6	-5	-1	8	-1.3	13	2	5	-5	i
OC(C#Cc1ccccc1)(c1ccccc1)c1ccccc1	-2	-13	-3	12	2.2	-1	2	2	-4	i
CCc1ccc(NC(=O)CSc2nc(N)c(NC(=O)c3ccc(F)c(F)c3)c(=O)[nH]2)cc1	6	-6	-1	4	-2.5	1	8	-3	7	i
CCc1c(C)nc2cc(-c3ccc(OC)c(OC)c3)nn2c1N1CCCC1	-4	13	-1	9	9.8	1	-6	-26	7	i
CCOc1ccc(NC(=O)CC2C(=O)N(CC)C(=S)N2CCN2CCOCC2)cc1 (stereo not given)	0	-7	-1	-2	-2.0	2	0	1	-10	x
CCCCCCCCCCOC(=O)NC1CCS(=O)(=O)C1 (stereo not given)	-1	-6	1	0	3.2	-2	2	14	1	i
Cc1cccc(C(=O)NCCCN(C)CCCNC(=O)c2cccc(C)c2)c1	3	-5	-3	2	-2.5	-2	1	12	-9	i
O=C(NCc1ccc2c(c1)OCO2)c1c(O)c2cccc3c2n(c1=O)CCC3	3	-14	-2	1	-0.6	0	-1	9	-3	i
CC(C)NCC(O)COC1CCC(C(C)(C)C)CC1 (stereo not given)	-2	7	1	-1	1.2	0	-4	14	-1	i
O=C(CN1CCCCCC1)Nc1ccc(S(=O)(=O)N2CCCCC2)cc1	1	1	-2	12	-0.6	11	1	6	-10	i
CC(=O)Nc1ccc(S(=O)(=O)n2cnc3cc(C)c(C)cc32)cc1	7	0	4	18	-0.9	1	-1	-1	-5	i
Cc1nn(C(C)C(=O)NCc2ccco2)c(=O)c2nn(-c3ccccc3)c(C)c12 (stereo not given)	-8	-9	-2	0	0.1	-11	1	3	9	i
Fc1ccc(CNCc2ccc(Br)cc2)cc1	-2	-1	-1	16	-0.7	-2	13	6	-3	i
Cn1cnc(S(=O)(=O)N2CCCCC2c2cc(C(=O)Nc3cccc4c3CCCC4)no2)c1 (stereo not given)	2	x	0	6	-0.1	0	4	-1	1	i

Profiles as entered above. Order of values: MT1-MMP act inh	Scp-1 inhibitor	STEP block	SKN-1 block	LMPTP block	SUMO1-SIM PPI	DNMT1 block	CendR NRP1 mod	NadD inh	Rpn11 inh
COc1ccc(S(=O)(=O)N(C)CC(=O)NCCN2CCOCC2)cc1C as listed: 6	-5	-1	8	-1.3	13	2	5	-5	i
O=C(Nc1ccc(N2CCOCC2)c(Cl)c1)c1ccco1 as listed: 0	-13	-4	13	-1.0	-1	-1	-13	-3	i
Cc1onc(-c2ccccc2)c1C(=O)N1CCCN2C(=O)c3ccccc3C21 (stereo not given) as listed: -2	-5	-1	2	-0.5	6	0	-2	-2	i
CC(C)NCC(O)COC1CCC(C(C)(C)C)CC1 (stereo not given) as listed: -2	7	1	-1	1.2	0	-4	14	-1	i

Remaining list, next part
SMILES	MT1-MMP act inh	Scp-1 inhibitor	STEP block	SKN-1 block	LMPTP block	SUMO1-SIM PPI	DNMT1 block	CendR NRP1 mod	NadD inh	Rpn11 inh
CC/C(C)=N/NC(=S)NCc1ccco1	0	-12	1	8	-0.2	2	3	3	-1	i
N#Cc1ccccc1NCC(=O)N1CCN(S(=O)(=O)c2ccccc2)CC1	3	-10	-2	-1	-0.7	4	-1	11	-1	i
COc1ccc(C(=O)C2CCN(CC(=O)Nc3cc(C)cc(C)c3)CC2)cc1	3	-3	-1	-1	2.2	-1	2	-1	-10	i
COc1ccc(N(C)S(=O)(=O)c2cccc(C(=O)NCc3ccc4c(c3)OCO4)c2)cc1	-1	3	5	11	0.3	4	0	8	-7	i
O=C(CSc1nnc2c3ccccc3c3ccccc3c2n1)Nc1ccccc1F	-4	8	0	16	-1.7	17	46	-39	42*	i
C/C(O)=C(\C#N)c1nc2ccccc2[nH]1	1	-7	1	7	0.8	-1	3	17	3	i
CC(=O)NC(c1cccc(F)c1)c1nc(-c2cccc(C(C)C)c2)cs1 (stereo not given)	1	x	-2	-14	2.9	9	5	-4	-6	i
N#CCc1c(C#N)c(N)nc(N2CCN(S(=O)(=O)c3ccccc3)CC2)c1C#N	-14	-11	3	14	1.7	7	-3	0	7	i
CCOC(=O)CNC(=O)c1sc2nc(C)cc(C)c2c1N	4	-11	5	-33	-0.2	-13	2	-2	-2	i
CCCCN(C)C(=O)C1CCN(c2ccc(S(=O)(=O)N3CCOCC3)cc2[N+](=O)[O-])CC1	-1	-11	0	8	-7.3	-59	-4	-5	7	i
O=C(O)c1ccc(NC(CSCc2ccc(F)cc2)C(=O)O)c([N+](=O)[O-])c1 (stereo not given)	12	16	2	-5	-1.2	-23	3	-5	0	i
C#CCOCCOCCOCCNc1nc(N2CCN(C(=O)[C@H]([C@@H](C)CC)n3cc(CCCN=C(N)N)nn3)CC2)nc(N2CCN(C(=O)[C@H](CCCCN)n3cc(CCC(=O)O)nn3)CC2)n1	5	1	-4	8	1.6	-3	8	-8	-2	i
CC(=O)N1CCN(c2ccccc2NC(=S)NC(=O)c2cc3ccccc3o2)CC1	-7	-6	2	7	5.0	-3	-12	3	-7	i
O=C(NCc1ccc(S(=O)(=O)Nc2ccccc2Cl)s1)c1ccccc1	-2	4	-1	-3	-0.4	4	-1	10	-2	i
Cc1ccc(OCC(=O)N(Cc2nnc(-c3ccccc3Cl)o2)C2CC2)cc1C	0	-14	-3	10	-6.9	-18	-4	10	4	i
O=C(NNC(=O)c1ccc(Cl)nc1)c1ccc(Br)cc1	3	-4	0	9	-4.4	-1	5	-3	-3	i
COc1ccc(NC(=O)c2cc(-c3cc(OC)c(OC)c(OC)c3)nc3ccccc23)cc1OC	4	-5	1	0	1.8	4	-2	9	-4	i
CCCC[C@@H]1CN=C(N)N1CCc1cc(C(F)(F)F)cc(C(F)(F)F)c1	-7	12	-4	-13	-4.1	-22	9	4	-4	i
CN1CCC2(CC1)C1CN(C)CC=C1C(C#N)=C(N)C2(C#N)C#N (stereo not given)	-110&-28	-5&-3	-9&3	10&11	-1.8&-1.6	38&-23	3&-8	62&24	0&1	i
O=C1c2ccccc2/C(=C\c2ccc(Br)s2)N1c1ccccc1	-8	-7	0	21	2.6	-10	-13	-52	11	+
O=C(NC1CCN(Cc2ccccc2)CC1)c1c(F)cccc1F	8	-5	2	4	-1.4	0	3	4	0	i
COC(=O)c1c(N2C(=O)CCC2=O)sc2c1CCCC2	0	-7	-2	-6	-1.5	3	1	-4	-4	i
CCOC(=O)c1cnn(-c2ccccc2)c1NC(=O)c1cccs1	2	-1	-1	-11	-0.6	5	9	6	2	i
C[C@H](NC(=O)NCc1cccs1)C(=O)O	-4	-3	0	7	-0.9	-1	1	-4	2	i
CC(C)NC(=O)c1ccc2nc([C@@H]3O[C@H](CO)[C@H](O)[C@H](O)[C@H]3O)[nH]c2c1	-2	x	2	10	-2.0	5	3	1	-8	i
CCCCNc1cc(C)nc(N2CCOCC2)n1	3	-12	-2	8	-0.1	4	4	2	-7	i
CCSc1nnc(CCNS(=O)(=O)c2ccc(C(C)=O)cc2)n1C	3	-1	-1	-19	-1.0	-2	1	0	0	i
CC(=O)c1cc(OC(=O)c2ccncc2)ccc1OC(=O)c1ccncc1	-2	-5	-4	7	0.5	2	-3	-6	-1	i
O=C1Nc2ccc([N+](=O)[O-])cc2C1=Nc1cccc(CO)c1	-1	-3	2	0	1.0	16	7	12	1	i
O=C(NCCCNC(=O)C(F)(F)C(F)F)C(F)(F)C(F)F	3	-2	-2	13	-2.1	0	0	-1	5	i
COc1ccccc1C(=O)Nc1ccc2c(c1)nc(CN1CCCCC1)n2C	2	-10	1	11	4.0	7	-7	3	1	i
O=c1[nH]cnc2scc(-c3ccc(F)cc3)c12	0	-4	-1	-44	0.5	-5	2	2	-5	i
CCOC(=O)C1=C(CC)OC(N)=C(C#N)C1c1ccc(F)cc1F (stereo not given)	2	1	1	2	-0.9	-6	-4	-6	-4	i
Cc1nc(CS(=O)(=O)c2ccccn2)sc1C(=O)NNC(=O)c1c(F)cccc1Cl	-7	-7	-1	17	1.0	1	0	2	-3	i
